Screening results from PubChem.
PG9 binder = binds the HIV-1 gp120 antibody PG9; TR-FRET gp120-PG9 antibody binding; inhibition, % at 6.7 µM; 0.43% of 360,000 active; AID 624416; in the data active means inhibition above about 8.5%
SIAE inh = human SIAE inhibition, primary screen. SIAE FP-Rh probe binding, fluorescence polarization. inhibition, % at 9.66 µM. 0.69% of 370,000 active;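 active means inhibition above a cutoff: mean of compounds within the control limits plus 3 SD of those, cut at about 17% in these data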;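 further: 0% = plate median of compound wells and 100% = probe without SIAE protein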
rCAG RNA binder = r(CAG) repeat RNA binding; inhibition, % at 3 µM; TO-PRO-1 dye displacement fluorescence; 1.3% of 370,000 active; AID 651821;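 active means inhibition above the plate cutoff, the mean of all test compounds on that plate plus 3 SD, cut at about 35% in these data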;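 further: 0% = DMSO alone and 100% = 100 µM mitoxantrone as full dye displacement; higher means more dye released from RNA so lower well fluorescence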
PRMT1 inh = inhibitors of human PRMT1; Q99873; inhibition, % at 2.79 µM; 1.3% of 370,000 active; recombinant PRMT1, activity-based probe fluorescence polarization;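 active means inhibition above about 21% made by adding two undisclosed values, limit read from the data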
TDP2 absorb = blocks human TDP2 phosphodiesterase activity; 0.34% of 370,000 active; recombinant TDP2, T5PNP hydrolysis, p-nitrophenol absorbance 415 nm; inhibition, % at 12.8 µM;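 active means inhibition above the mean of all tested compounds plus 3 SD, set per campaign, cut at about 25% in these data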;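 further: 0% = DMSO with enzyme and 100% = buffer with substrate but no TDP2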
Target sequence (O95551 whole entry, looked up): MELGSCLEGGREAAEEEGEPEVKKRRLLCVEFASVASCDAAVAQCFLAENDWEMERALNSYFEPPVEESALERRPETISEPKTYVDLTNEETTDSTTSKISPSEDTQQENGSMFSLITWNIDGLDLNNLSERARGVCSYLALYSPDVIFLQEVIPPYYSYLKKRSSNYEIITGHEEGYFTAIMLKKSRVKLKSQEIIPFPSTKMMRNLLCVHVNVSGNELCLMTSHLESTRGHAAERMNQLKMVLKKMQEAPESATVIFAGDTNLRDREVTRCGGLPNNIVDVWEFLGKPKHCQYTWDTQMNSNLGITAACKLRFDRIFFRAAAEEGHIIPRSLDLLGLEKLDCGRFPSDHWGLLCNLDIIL
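Incubation: 2 h at 37 °C; Test system: recombinant human TDP2; Quantity: enzyme 120 nM; Read-out basis: percent inhibition; Medium: 50 mM Tris-HCl pH 7.5 with Mg2+, KCl, DTT, BSA; Repeats: single replicate; Compound: 12.8 µM single point, 1% DMSO; Signal: epi absorbance; Reagent: 5 mM T5PNP chromogenic substrate; Benchmarks: no-enzyme high, DMSO-plus-enzyme low.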
HTRA1 inhibitor = inhibitors of human serine peptidase HTRA1; inhibition, % at 5.96 µM; Q92743; 0.5% of 340,000 active; recombinant HTRA1, FP-rhodamine activity-based probe, fluorescence polarization; in the data active means inhibition above about 36%;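 further: 0% = enzyme with DMSO and 100% = wells lacking enzyme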
Target sequence (Q92743 whole entry, looked up): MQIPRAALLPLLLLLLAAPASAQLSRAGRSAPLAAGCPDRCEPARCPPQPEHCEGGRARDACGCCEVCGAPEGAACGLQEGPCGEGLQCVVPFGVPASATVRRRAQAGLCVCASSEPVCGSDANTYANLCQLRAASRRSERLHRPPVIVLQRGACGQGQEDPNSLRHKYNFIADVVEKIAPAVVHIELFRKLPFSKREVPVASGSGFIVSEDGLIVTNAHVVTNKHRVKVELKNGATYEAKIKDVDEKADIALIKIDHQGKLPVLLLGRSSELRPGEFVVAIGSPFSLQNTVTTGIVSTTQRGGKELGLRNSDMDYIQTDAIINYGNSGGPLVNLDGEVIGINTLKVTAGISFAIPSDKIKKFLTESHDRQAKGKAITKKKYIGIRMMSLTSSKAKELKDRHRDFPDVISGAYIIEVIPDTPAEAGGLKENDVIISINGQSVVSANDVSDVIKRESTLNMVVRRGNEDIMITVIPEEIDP
mABHD4 FP = inhibits mouse alpha/beta hydrolase domain 4. inhibition, % at 8.92 µM. 0.54% of 370,000 active. purified mABHD4, FP-Rh probe fluorescence polarization. Q8VD66;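 active means inhibition exceeding the mean over every tested compound plus 3 SD, cut at about 30% in these data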;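 further: 0% = plate median of compound wells and 100% = S159A mutant with DMSO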
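Test system: mABHD4 protein | Buffer or medium: HEPES pH 7.0 buffer, 150 mM NaCl, 0.01% Pluronic F-127 | Probe or stimulus: FP-Rh fluorescent activity-based probe, added after compound pre-incubation | Timing: Pre-incubation 45 min, probe exposure 60 min, at 25 °C | Technique: Fluorescence polarization, excitation 525 nm, emission 598 nm, BODIPY TMR filters | Repeats: Single well per compound (singlicate)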
TCR CD3 inh = inhibitors of human TCR-CD3 interaction; TAMRA-labeled TCR probe fluorescence, biochemical; inhibition, % at 9.4 µM; 0.37% of 360,000 active; AID 651800; in the data active means inhibition above about 19%;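 further: recombinant mutant TCR 2C K166C tagged with TAMRA read by polarization; 0% = receptor in buffer alone and 100% = receptor with positive control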
NR1D1 modulator = modulators of human Rev-erb alpha DNA binding | Rev-erbα–FITC-DNA binding, fluorescence polarization, 90 min | activity, % at 10 µM | 0.79% of 370,000 active | P20393;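 active means activity above about 14%, limit read from the data; passing the limit was not always enough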;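 further: 0% = DMSO wells with 35 nM protein and 100% = DMSO wells with 750 nM protein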
LEDGF integ inh = blocks HIV-1 LEDGF/p75-dependent DNA integration; TR-FRET IN-LEDGF/p75 DNA integration, Eu/Cy5; inhibition, % at 3.7 µM; 0.64% of 370,000 active;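 active means inhibition above the screen-wide mean plus 3 SD, cut at about 13% in these data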;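 further: signal is the Cy5 over europium emission ratio at 671 and 618 nm; 0% = plate median of compound wells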
Active calls of the source: *; . = not tested or not shown; & = joins results of further samples. Not all compounds are listed; count on the stated rates, not on these rows.

The line under a structure holds: TDP2 absorb	TCR CD3 inh	PG9 binder	NR1D1 modulator	SIAE inh	mABHD4 FP	rCAG RNA binder	PRMT1 inh	LEDGF integ inh	HTRA1 inhibitor
> CCOc1ccc(N=C/C=C/c2ccccc2)c(O)c1
    6	6	-6.7	0	10	29	15	9	3	35
> COc1ccccc1N1C(=O)C2C3C=CC(C3)C2(C)C1=O (configuration not stated)
    -1	-3	0.9	-2	2	1	0	0	0	0
> Nc1nc(N2CCN(C(c3ccccc3)c3ccccc3)CC2)n[nH]1
    6	7	-2.3	-2	6	3	-5	-3	-3	1
> CCCn1nnnc1NCc1cccc(OC)c1OCC
    0	3	-1.6	-1	4	-7	1	-2	4	7
> O=C(CSc1nnc(NC2CC2)s1)Nc1ccc(N2CCOCC2)cc1
    -1	0	0.7	2	14	-4	-3	0	0	10
> COc1ccc(CNC(=S)N/N=C(\C)c2ccc(OC)cc2)cc1
    21	1	-1.5	3	12	2	2	0	2	-21
> COc1ccccc1CN(C)CC(=O)Nc1cccc(S(=O)(=O)N2CCCC2)c1
    15	5	1.7	-3	8	11	3	-2	2	0
> COc1ccc(NC(=O)NN2CCN(C)CC2)c(OC)c1
    -4	1	-0.6	-6	5	0	0	-6	0	4
> CCOc1ccc(CCNC(=O)COC(=O)CCS(=O)(=O)c2ccc(C)cc2)cc1OCC
    -17	9	-2.5	-3	-23	-7	-2	-2	4	-4
> COc1ccccc1CCNC(=O)C(=O)NCC1OCCN1S(=O)(=O)c1ccccc1 (configuration not stated)
    11	0	-2.3	-3	4	-9	2	-2	-1	-6
> CCCn1c(C(=O)OC)cc2c1ccn2-c1ccc(F)cc1
    -6	-7	-0.8	-4	3	-1	1	0	-4	6
> COc1ccccc1NC(C)C(=O)N/N=C/c1cccs1 (configuration not stated)
    3	0	-0.3	-3	0	1	-7	1	-6	2
> CCOC(=O)N1CCC(N2Cc3cccc(C(=O)NCc4ccc(C)cc4)c3C2=O)CC1
    0	-1	-0.7	-1	0	-1	4	-2	1	-2
> CCCc1cc(=O)[nH]c(SCC(=O)Nc2sc(C(N)=O)c(C)c2C(=O)OCCOC)n1
    9	-6	0.6	5	-2	-1	10	1	3	-1
> O=C(NCCCN1CCOCC1)c1ccc(S(=O)(=O)Nc2ccccc2F)cc1
    -4	0	3.9	-2	17*	3	0	0	-3	-1
> CCCN(Cc1cc2cccc(C)c2[nH]c1=O)C(=O)c1cccc(OC)c1
    0	-7	-0.7	5	-5	2	-1	-2	1	3
> Cn1c(SCC(=O)Nc2ccc(NC(=O)c3ccccc3)cc2)nnc1-c1ccncc1
    9	-1	1.3	3	3	5	11	0	4	-1
> Cc1ccc2[nH]c(O)c(N=Nc3nc4ccccc4s3)c2c1
    25*	6	-8.4	-32	0	-1	13	-6	-2	12
> Cc1onc(-c2ccccc2)c1C(=O)Nc1nnc(CC(C)(C)C)s1
    -13	-3	-2.3	1	3	-1	1	1	-8	2
> c1ccc2[nH]c(NCCN3CCOCC3)nc2c1
    -7	-3	2.8	-3	-3	-6	-3	2	-3	5
> O=C(Nc1cc([N+](=O)[O-])ccc1F)c1ccc2c(c1)OCCO2
    9	3	-1.4	-2	1	1	3	1	2	2
> CCC1CCCCN1CCCNC(=O)c1cc2c(=O)oc3ccc(C)cc3c2s1 (configuration not stated)
    -7	-8	-1.6	7	-5	1	17	5	-3	-9
> Cc1cccc(-n2cc[nH]c2=S)c1
    -5	3	-2.3	1	-3	3	0	3	2	-3
> COC(=O)CN1C(=O)C(O)(CC(=O)c2ccccc2)c2ccccc21 (configuration not stated)
    3	9	-0.5	-1	4	-4	-1	-1	-2	1
> Cc1cc(Br)ccc1NC(=O)CN1C(=O)C2CC=CCC2C1=O (configuration not stated)
    5	0	1.1	-7	13	-2	0	-1	0	4
> O=C(Nc1ccc(F)cc1F)N1CCCC(c2nc(-c3ccc(F)cc3)no2)C1 (configuration not stated)
    3	3	-3.2	-3	-4	-8	-8	-1	-2	-18
> COC(=O)c1cc(C(=O)N2CCc3ccccc32)cc([N+](=O)[O-])c1
    -4	2	0.1	-4	0	-9	-3	3	-1	2
> O=C(Cn1cc2c(n1)CCCCC2)Nc1c(F)c(F)cc(F)c1F
    -7	2	0.5	4	-3	-1	8	-2	0	-4
> O=C(O)c1ccccc1Nc1cccc(C(F)(F)F)c1
    4	2	-1.1	-8&-3	1	4	8	-4	3	-13
> COC(=O)c1cc(C#N)c(N2CCN(C)CC2)nc1C
    9	5	-1.8	1	2	0	-5	0	1	3
> Cc1ccc(S(=O)(=O)/N=C2\C=C(Nc3cccc(C(=O)O)c3)C(=O)c3ccccc32)c(C)c1
    62*	0	-9.2	-2	16	47*	76*	1	11	58*
> COc1ccccc1NC(=O)CCSc1nnc(-c2ccc(O)cc2)o1
    -2	0	-1.3	-3	-2	0	1	3	0	-5
> CC1CC(C(F)(F)F)n2ncnc2N1 (configuration not stated)
    -6	-3	0.4	-6	1	-5	5	1	-4	2
> O=C(NCCCN1CCCC1=O)c1cc(-c2ccc(F)cc2)nc2ccccc12
    -6	-5	-0.8	3	-1	-3	4	3	2	-3
> N=C1/C(=C/c2ccc(-c3cccc(C(=O)O)c3)o2)C(=O)N=C2SC(CC(=O)N3CCOCC3)=NN12
    16	-2	-2.6	-8	-17	8	34	10	5	-7
> C=CCN(C(=O)Nc1ccccc1)C1CC(=O)N(c2ccc(OC)cc2)C1=O (configuration not stated)
    -1	-3	0.4	-5	4	6	-2	-2	-2	0
> O=C(CCC(=O)c1ccc(Oc2ccccc2)cc1)Nc1cccc(Cl)c1
    3	2	-0.8	-2	3	-2	1	-3	0	-5
> CC(C)C(C(=O)NCC1CCCO1)N(C(=O)CNS(=O)(=O)c1ccccc1)C1CCCCC1 (configuration not stated)
    6	-3	1.1	-4	6	4	-9	4	-3	5
> Fc1ccc(/C=N/NC2=Nc3cccc4cccc2c34)cc1
    -4	11	-2.7	-2	2	-9	7	-1	0	-5
> COC/C=C/C1=CC2=CC(=O)C(C)(OC(=O)c3cnc4ccccc4n3)C(=O)C2=CN1c1ccccc1 (configuration not stated)
    3	9	-1.7	-2	16	22	17	10	8	.
> CCC(C)NC(=O)CCc1c(C)nc2c(c(C)nn2-c2ccccc2)c1C (configuration not stated)
    5	7	-1.6	1	0	-4	-4	-1	-1	1
> O=C(NC1CCCCC1)C1CCC(=O)N(Cc2cccc(C(F)(F)F)c2)C1 (configuration not stated)
    3	0	-1.0	-2	4	9	-12	3	-2	4
> CC(C)(C)c1ccc(OC(=O)Nc2ccc(O)c(C(=O)O)c2)cc1
    10	7	0.8	3	-1	3	54*	3	4	-28
> O=C(Nc1ccccc1)C1CC(=O)N(Cc2ccccc2)C1 (configuration not stated)
    9	6	-0.8	3	-1	-2	-3	-3	-1	-1
> Cc1ccc(NC(=O)c2ccc(Cl)c(S(=O)(=O)Nc3c(C)n(C)n(-c4ccccc4)c3=O)c2)cc1Cl
    -12	1	-0.6	1	-5	-47	33	3	-2	-58
> CC(=O)c1ccc(NC(=O)c2ccc(-n3cncn3)c([N+](=O)[O-])c2)cc1
    -10	2	-2.4	-3	-7	0	-1	0	1	0
> CN(CCOC(=O)c1cc2ccccc2o1)C1CN(Cc2cn(Cc3ccccc3F)nn2)S(=O)(=O)C1 (configuration not stated)
    8	.	.	-1	4	2	-1	2	0	.
> O=C(CN1C(=O)CSc2ccc(S(=O)(=O)N3CCOCC3)cc21)N1CCCCC1
    -4	4	-1.7	2	-5	3	-3	10	0	1
> CCOC(=O)C(NC(=O)c1ccccc1)(N1CCOCC1)C(F)(F)F (configuration not stated)
    -3	8	-3.0	-2	6	1	3	-2	2	4
> CC(=O)N1CCN(C23CC4CC(CC(C4)C2)C3)CC1
    1	-1	1.2	-3	-1	0	-1	-3	2	5
> Cc1ccnc(NC(=O)CCC(=O)N(CC(=O)NC2CCCCC2)Cc2cccs2)c1
    -1	3	-3.5	-3	6	-3	-4	-4	2	1
> COc1ccc(C)cc1NCc1cccc(OC)c1OC
    5	6	-1.5	-6	-1	10	-4	1	4	-4
> Cc1ccc(N(CC(O)CON=C2c3ccccc3-c3ccccc32)S(C)(=O)=O)cc1 (configuration not stated)
    -14	-4	1.8	1	-12	-39	6	-1	4	-82
> Cc1csc(=O)n1CCC(=O)OCC(=O)c1ccc(Br)cc1
    18	4	-2.6	0	-9	-1	-10	2	2	3
> CC(C)CC(=O)Nc1cc(NC(=O)CC(C)C)cc(C(=O)NC(C)(C)C)c1
    -7	-1	0.5	-2	-3	0	-3	0	0	6
> COc1ccc2cc(C3(C)NC(=O)NC3=O)ccc2c1 (configuration not stated)
    -9	0	-0.2	0	1	1	4	1	2	15
> COc1ccc(-n2nc3ccc(N)cc3n2)cc1
    14	-5	1.1	0	0	9	11	8	0	7
> Cc1nn(CCC(=O)NNC(=O)NCc2ccccc2)c(C)c1[N+](=O)[O-]
    -2	.	.	5	-1	0	0	1	-1	.
> COc1ccc(NC(=O)c2cc(C)no2)cc1
    11	-5	-2.6	-6	4	-4	0	-1	-3	-2
> COc1cc(CCC(=O)Nc2nnc(-c3cccnc3)s2)cc(OC)c1OC
    -5	-8	-0.3	4	-4	2	-5	5	-6	1

Next records
The line under a structure holds: TDP2 absorb	TCR CD3 inh	PG9 binder	NR1D1 modulator	SIAE inh	mABHD4 FP	rCAG RNA binder	PRMT1 inh	LEDGF integ inh	HTRA1 inhibitor
> O=C(CC(C(=O)O)P(=O)(c1ccccc1)c1ccccc1)c1ccccc1 (configuration not stated)
    1	4	-2.5	-10	-6	1	0	5	3	-2
> Cc1ccsc1C(=O)Nc1cccc(-n2cnnn2)c1
    1	1	-1.1	6	-8	-9	1	-2	5	5
> CCCCn1c(N)c(N(CCC(C)C)C(=O)c2ccc(COc3ccccc3)o2)c(=O)[nH]c1=O
    -11	-2	1.2	4	-3	7	2	4	-2	-16
> O=C(Cc1ccccc1)Nc1ccccc1C(=O)NCC1CCCO1 (configuration not stated)
    16	-2	-0.6	-5	-1	5	-8	-1	-2	0
> C[C@H]1O[C@H]1P(=O)(O)O
    -10	7	-0.4	-1	4	1	5	-3	1	1
> N/C(=N\NC(=O)c1ccc(F)cc1)c1cc2ccccc2oc1=O
    -5	-2	-1.9	1	5	4	3	1	0	0

In a second layout: entries from further up
molecule | TDP2 absorb | TCR CD3 inh | PG9 binder | NR1D1 modulator | SIAE inh | mABHD4 FP | rCAG RNA binder | PRMT1 inh | LEDGF integ inh | HTRA1 inhibitor
CCOC(=O)C(NC(=O)c1ccccc1)(N1CCOCC1)C(F)(F)F (configuration not stated) | -3 | 8 | -3.0 | -2 | 6 | 1 | 3 | -2 | 2 | 4
CC(=O)N1CCN(C23CC4CC(CC(C4)C2)C3)CC1 | 1 | -1 | 1.2 | -3 | -1 | 0 | -1 | -3 | 2 | 5
Cc1ccnc(NC(=O)CCC(=O)N(CC(=O)NC2CCCCC2)Cc2cccs2)c1 | -1 | 3 | -3.5 | -3 | 6 | -3 | -4 | -4 | 2 | 1
